Source: PubChem
AmpC no deterg – qHTS Inhibitors of AmpC Beta-Lactamase (assay without detergent). AmpC nitrocefin hydrolysis, absorbance 480 nm, 0.0001% Triton. Potency, µM (doses to about 57.1 µM), for the others: at the highest dose activity change, negative = inhibition, most hits filed as inhibitors. 0.52% of 330,000 active. AID 485341, 2010;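 also: potency is read from the fitted curve at half-maximal effect; plate controls were no compound for no effect and no enzyme for full effect; nearly all actives have a fitted effect of over 20% in size; some results filed as inactive show a strong effect at the top dose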
Target sequence (P00811 whole entry, looked up): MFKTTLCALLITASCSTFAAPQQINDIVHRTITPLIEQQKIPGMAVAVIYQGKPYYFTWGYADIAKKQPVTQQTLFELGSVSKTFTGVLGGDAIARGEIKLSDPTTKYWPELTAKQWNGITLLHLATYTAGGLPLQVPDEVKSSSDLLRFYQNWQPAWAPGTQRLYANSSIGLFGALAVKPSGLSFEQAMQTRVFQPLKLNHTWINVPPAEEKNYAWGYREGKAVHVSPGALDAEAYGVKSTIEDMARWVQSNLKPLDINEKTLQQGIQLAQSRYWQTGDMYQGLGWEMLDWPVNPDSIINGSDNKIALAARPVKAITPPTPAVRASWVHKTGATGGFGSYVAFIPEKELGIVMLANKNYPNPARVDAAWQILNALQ
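20 mM phosphate pH 7.0 + 0.01% (detergent screen) or 0.0001% Triton X-100; 5.3 nM AmpC reagent; cpd preinc 15 min RT; nitrocefin (800 uM stock) to start; A480 q20 s × 4 min; Activity was normalised to no-enzyme and no-compound control wells.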
AmpC detergent – qHTS Inhibitors of AmpC Beta-Lactamase (assay with detergent); Potency, µM (titrated, usually from 114 µM), without a hit: top-dose activity change, negative = inhibition, hits mostly inhibitors; 0.041% of 370,000 active; P00811; AmpC hydrolysis of nitrocefin, absorbance 480 nm, 0.01% Triton;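 also: potency is read from the fitted curve at half-maximal effect; 0% = no-compound wells and -100% = no-enzyme wells; nearly all actives have a fitted effect of over 25% in size; some results filed as inactive show a strong effect at the top dose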
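20 mM phosphate pH 7.0 + 0.01% (detergent screen) or 0.0001% Triton X-100; 5.3 nM AmpC reagent; cpd preinc 15 min RT; nitrocefin (800 uM stock) to start; A480 q20 s × 4 min; Activity was normalised to no-enzyme and no-compound control wells.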
FBPA Giardia inh – qHTS Assay for Inhibitors of Fructose-1,6-bisphosphate Aldolase from Giardia Lamblia; A8B2U2; purified Giardia FBPA; Potency, µM (titrated, usually from 59.6 µM), without a hit: at the highest dose activity, negative = inhibition, hits mostly inhibitors; 0.71% of 290,000 active; AID 2451, 2010; also: potency is read from the fitted curve at half-maximal effect; nearly all actives have a fitted effect of over 55% in size
Target sequence (A8B2U2 whole entry, looked up): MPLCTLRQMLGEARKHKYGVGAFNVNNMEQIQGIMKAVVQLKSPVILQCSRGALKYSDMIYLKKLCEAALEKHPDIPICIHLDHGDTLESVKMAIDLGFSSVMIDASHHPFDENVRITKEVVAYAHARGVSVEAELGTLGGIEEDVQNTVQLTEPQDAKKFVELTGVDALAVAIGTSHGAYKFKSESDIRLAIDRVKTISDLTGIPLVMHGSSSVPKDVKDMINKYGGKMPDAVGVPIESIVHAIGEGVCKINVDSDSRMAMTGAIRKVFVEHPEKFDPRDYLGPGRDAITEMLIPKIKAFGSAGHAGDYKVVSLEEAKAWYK
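40 nM FBPA preincubated 10 min at RT with compound (up to 57.5 uM final), then substrate plus GAPDH/TPI/NAD/arsenate coupling and diaphorase/resazurin added. Fluorescence read after 20 min at RT, 525/598 nm.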
HCMV antiviral – qHTS Assay for inhibitors of the human cytomegalovirus (HCMV) | HFF cells, HCMV-luciferase reporter, 72 h; active compounds read low | activity change, negative = inhibition, % at 57.5 µM | 4.5% of 410,000 active; in the data active = activity change below about -60%; inconclusive = no clear call, values can overlap the other calls; inactive = above about -39%
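Two-dose cell screen: HFF monolayers treated with compounds and infected with luciferase-expressing HCMV at 1 PFU/cell, 72 h at 37C, then lysed for luciferase measurement.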
Sm TGR block – qHTS Assay for the Inhibitors of Schistosoma Mansoni Peroxiredoxins. Schistosoma mansoni thioredoxin glutathione reductase (TGR), Q962Y6. purified TGR, DTNB reduction, TNB absorbance 405 nm. Potency, µM (series often up to 114 µM), inactives show top-dose activity change, negative = inhibition, hits mostly inhibitors. 3% of 360,000 active. AID 485364, 2010; also: potency is read from the fitted curve at half-maximal effect; nearly all actives have a fitted effect of over 60% in size
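Kinetic colorimetric format: TGR-catalysed, NADPH-driven DTNB reduction monitored via TNB absorbance. Enzyme dispensed at 20 nM; compound exposure 15 min at room temperature before reaction start.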
HCV inhibitor – qHTS Assay for Inhibitors of Hepatitis C Virus (HCV); 3.4% of 340,000 active; Huh7.5.1 HCVcc-Cre infection, luciferase reporter, 44 h; AID 651820, 2012; Potency, µM (highest dose often 41.8 µM), for the others: at the highest dose activity change, negative = inhibition, usual class: inhibitors; also: potency is read from the fitted curve at half-maximal effect
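Antiviral activity was scored by luciferase reporter output from cells infected with HCVcc-Cre (~0.5 moi) in presence of compound, 44 h infection period, cells seeded 1,000/well 4 h prior.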
Numbers without * were called inactive; ? = inconclusive; · = not tested or not shown; [ ] = dose if it differs, or a comment. Unless noted, calls follow the shape of the dose curve; as a rule, active = well fitted curve in the direction sought with a large enough effect; inconclusive = small, poorly fitted or top-dose-only effect, or another doubt; inactive = no such curve, though single readings can be large; an effect the other way counts as inactive or inconclusive. Unless noted, % is scaled to controls: 0 for no effect and ±100 for the full control effect.

SMILES | AmpC no deterg | AmpC detergent | FBPA Giardia inh | HCMV antiviral | Sm TGR block | HCV inhibitor
Cc1cccc(N2CC(C(=O)Nc3nccs3)CC2=O)c1C (configuration not stated) | -39.8% | -10.3% | 4.3% | -19.2 | 6.0% | 8.3%
O=C(CSc1cccc(C(F)(F)F)c1)NC(=O)NCc1ccco1 | -31.0% | ? | -5.1% | 13.2 | 15.7%[11.4 µM] | -4.7%
O=C(CN1CCOCC1)NCc1ccccc1 | -7.8% | -0.9% | 2.0% | 33.7 | -31.5% | -3.4%
Cc1nc(N)sc1C(=O)N1N=N1 | -16.5% | 9.3% | -25.7% | -8.2 | 2.51µM* | -1.9%
Cc1ccc(S(=O)(=O)N(C)c2ccc(OCC(=O)NCC3(N(C)C)CCCCC3)cc2)cc1 | 80.9%[activator] | 1.2% | · | ? | -3.6% | ?
Cc1c(CC(=O)NCCCC(=O)O)c(=O)oc2cc3c(cc12)CCC(C)(C)O3 | -18.2% | -2.9% | -1.0% | -86.2* | -16.8% | 11.8%
c1ccc(-c2nnc3sc(-c4csc5c4CCCC5)nn23)cc1 | 6.1% | -6.2% | 1.2% | ? | -7.2% | ?
Cn1c(=O)c2c(nc(NCCCN3CCOCC3)n2Cc2ccc(Cl)cc2)n(C)c1=O | 79.5%[activator] | 5.6% | 10.3% | 48.4 | 8.9% | -7.2%
CCc1nnc(SCC(=O)Nc2ccc(N3CCOCC3)cc2)n1C | -8.3% | -2.0% | · | 13.6 | 2.4% | 15.6%
NS(=O)(=O)c1ccc(CCNC(=O)CC(c2ccccc2)c2ccccc2)cc1 | -14.1% | -7.4% | -7.9% | 27.3 | -17.9% | 11.5%
O=C(/C=C/c1ccc(Cl)cc1Cl)Nc1cccc(S(=O)(=O)NC2=NCCC2)c1 | -37.0% | -4.7% | -0.4% | 58.3 | 3.6% | ?
O=C(COC(=O)c1ccc(O)cc1)Nc1ncc(Cl)cc1Cl | -31.2% | ? | -5.9% | 37.6 | 4.7% | -17.1%
COC(=O)c1cc(COC(=O)CNC(=O)c2ccc(Br)cc2)oc1C | -25.9% | · | · | 31.0 | · | 12.8%
NC(=S)Nc1cnc2ccccc2c1 | -8.4% | ? | -5.8% | 43.5 | -5.4% | -7.5%
COc1ccc(CC(=O)OCC(=O)NCCNC(=O)COC(=O)Cc2ccc(OC)cc2)cc1 | 6.4% | ? | · | -22.1 | 1.9% | 4.3%
CCOc1ccccc1NC(=O)c1ccc(Cl)c(NC(=O)CC(c2ccccc2)c2ccccc2)c1 | -45.4% | 2.9% | 0.0% | -35.7 | -30.7% | 5.7%
CCN(CC)Cc1cc2ccccc2c2c1COC2 | -25.7% | -15.5% | -25.1% | -6.4 | -10.9% | -5.5%
O=C(c1cc2ccccc2oc1=O)N(Cc1ccco1)Cc1cccs1 | -57.8% | ? | 0.5% | -13.9 | 28.2µM* | -1.4%
CC(C)c1ccc(NC(=O)CCNC(=O)Cn2ccc3ccccc3c2=O)cc1 | -0.4% | -9.5% | -12.5% | 29.1 | -8.3% | -6.9%
CN(CC(=O)Nc1ccc(Cl)c(C(F)(F)F)c1)C(=O)c1ccc2c(c1)OCCO2 | -8.1% | ? | · | -14.0 | -12.2% | 0.4%
Cn1nc(C(F)(F)F)c(-c2ccc(F)cc2)c1NC(=O)CSCC(=O)O | -1.5% | -6.6% | 12.7% | -25.1 | 15.5% | 13.6%
CCC1CCCCN1CCCNC(=O)c1cc2c(Cl)nc3ccc(C)cc3c2s1 (configuration not stated) | · | 9.5% | · | -106.2* | 1.5% | ·
Cc1cc(C)cc(NC(=S)NCCN(C2CCCCC2)C2CCCC2)c1 | 5.8% | 7.0% | -11.9% | 0.0 | -5.5% | ?
CC(=O)NCCc1ccc(S(=O)(=O)N2CCOCC2)cc1 | -11.1% | ? | 2.8% | 1.1 | 2.7% | -0.4%
COc1ccc2[nH]c3c(=S)nc[nH]c3c2c1 | -15.7% | 8.9% | -17.3% | -10.0 | -28.7% | -2.2%
(continued)
SMILES | AmpC no deterg | AmpC detergent | FBPA Giardia inh | HCMV antiviral | Sm TGR block | HCV inhibitor
Cc1ccc(C(=O)Nc2cc(Cl)ccc2-n2cncn2)o1 | -26.4% | -19.6% | · | 23.5 | -30.1% | ?
O=C(O)c1cccc2c1C(=O)c1ccc(N3CCCC3)cc1S2(=O)=O | -14.1% | -4.6% | · | -12.1 | -6.2% | 12.7%
COc1ccccc1/C=C/C(=O)OCCN1C(=O)c2ccccc2C1=O | -13.8% | -8.7% | 0.7% | 57.8 | -4.5% | -2.4%
COc1ccc(-c2cc(C(=O)NCCc3ccccc3)no2)cc1OC | 0.0% | 6.7% | 0.7% | 78.7 | 5.7% | ?
CC1CC(=O)Nc2ccccc2N1S(=O)(=O)c1cccc(F)c1 (configuration not stated) | 1.2% | -11.4% | 3.7% | 1.7 | 16.0% | 8.0%
C=CCNc1nc(C(=O)OCC(=O)c2ccc(OC)cc2OC)cs1 | -24.2% | ? | · | ? | 8.3% | 9.6%
CCCCN(C)/C=N/c1c(C#N)cnn1-c1ccc(C)cc1 | 4.5% | 1.1% | 2.5% | ? | 7.8% | ?
CC1CCc2nc3ccc(S(=O)(=O)N4CCC(C(=O)NC5CCCC5)CC4)cc3c(C(=O)O)c2C1 (configuration not stated) | -7.8% | ? | -27.2% | 4.0 | 3.7% | 15.8%
CCOC(=O)c1cccc(NC(=O)CCc2nc(-c3ccccc3F)no2)c1 | -16.2% | -18.9% | -0.2% | 0.7 | 4.4% | ?
Cc1[nH]n(CCC#N)c(=O)c1CC(=O)N1CCN(c2ccccc2)CC1 | 88.6%[activator] | -13.8% | -25.1% | 79.8 | ? | 20.4%
O=C(NC1CCCCC1)C1CC(=O)N(CCc2ccccc2)C1 (configuration not stated) | 6.4% | -7.3% | 1.4% | -108.8* | 1.4% | 16.1%
CC1CCN(S(=O)(=O)N2CCC(C(=O)NCCN3CCOCC3)CC2)CC1 | 2.2% | -8.4% | -0.1% | -10.5 | 3.5% | 21.2%
CCN(CC)CCNC(=O)c1nn(C)c2c1CS(=O)(=O)c1ccccc1-2 | · | -0.6% | · | -0.9 | -4.1% | ·
CCN(CC(=O)Nc1ccc(OC)cc1)C(=O)c1ccc(=O)n(Cc2ccccc2)n1 | -6.2% | 1.0% | · | -32.5 | -4.2% | 0.1%
CCC(=O)c1cn(Cc2ccccc2)c2ccccc12 | -25.7% | 4.5% | -1.2% | 30.3 | 0.8% | -25.0%
CN(Cc1ccccc1)S(=O)(=O)c1cc(Br)cc2c1N(C(=O)C1CC1)CC2 | · | 7.0% | · | -70.6* | -3.9% | ·
O=C(CN1C(=O)CC(c2ccccc2)Sc2ccccc21)Nc1cccc(Cl)c1 (configuration not stated) | · | -6.3% | · | -19.1 | -1.3% | ·
COC(=O)c1c(NC(=O)C(C)C)sc2c1C(C(=O)OC)CC2 (configuration not stated) | -0.8% | ? | 2.4% | 5.3 | -21.3% | ?
O=C(Cn1cnc2ccc(Cl)cc2c1=O)NC1CCS(=O)(=O)C1 (configuration not stated) | -21.2% | -11.6% | · | 6.9 | -3.2% | 18.7%
COc1cccc(CC2(CO)CCCN(Cc3ccccc3-c3ccco3)C2)c1 (configuration not stated) | 9.8% | 5.2% | -7.3% | -9.5 | 50.1µM* | -23.3%
CC(=NCC1CCCO1)c1c(O)n(Cc2ccccc2)c(=O)[nH]c1=O (configuration not stated) | 2.24µM* | 6.9% | -0.8% | -4.2 | -20.1% | 14.4%
Cc1ccccc1N1C(=O)C(Cl)=C(N2CCCCCC2)C1=O | -24.2% | ? | 4.7% | ? | -8.5% | -2.5%
O=C1/C(=C/c2ccccc2)CCCc2ccccc21 | -26.7% | -10.5% | -1.4% | 28.4 | 6.1% | ?
CCOC(=O)c1c(C)[nH]c(N=Nc2cc(C(=O)O)cc(C(=O)O)c2)c1C | -27.3% | -12.6% | -0.7% | -27.6 | -13.1% | 3.9%
Cc1ccc(NC(=O)c2cccc(OCc3c(C)noc3C)c2)cc1 | -12.5% | -7.1% | -0.9% | 12.1 | 0.0% | ?

Gathered by group: those above containing an aryl thioether with sulfur outside any ring
SMILES | AmpC no deterg | AmpC detergent | FBPA Giardia inh | HCMV antiviral | Sm TGR block | HCV inhibitor
O=C(CSc1cccc(C(F)(F)F)c1)NC(=O)NCc1ccco1 | -31.0% | ? | -5.1% | 13.2 | 15.7%[11.4 µM] | -4.7%
CCc1nnc(SCC(=O)Nc2ccc(N3CCOCC3)cc2)n1C | -8.3% | -2.0% | · | 13.6 | 2.4% | 15.6%

Retrieved by compound from the list above (four):
SMILES | AmpC no deterg | AmpC detergent | FBPA Giardia inh | HCMV antiviral | Sm TGR block | HCV inhibitor
Cc1ccc(NC(=O)c2cccc(OCc3c(C)noc3C)c2)cc1 | -12.5% | -7.1% | -0.9% | 12.1 | 0.0% | ?
COc1ccc(-c2cc(C(=O)NCCc3ccccc3)no2)cc1OC | 0.0% | 6.7% | 0.7% | 78.7 | 5.7% | ?
COC(=O)c1c(NC(=O)C(C)C)sc2c1C(C(=O)OC)CC2 (configuration not stated) | -0.8% | ? | 2.4% | 5.3 | -21.3% | ?
C=CCNc1nc(C(=O)OCC(=O)c2ccc(OC)cc2OC)cs1 | -24.2% | ? | · | ? | 8.3% | 9.6%

New compounds follow.
SMILES | AmpC no deterg | AmpC detergent | FBPA Giardia inh | HCMV antiviral | Sm TGR block | HCV inhibitor
COc1ccc(CNN2CCCCC2C(=O)Nc2ccc(OC)c(OCC(C)C)c2)cc1OC (configuration not stated) | 103.2%[activator] | -5.8% | ? | 0.0 | -8.4% | -12.6%
S=c1[nH]nc(COc2ccccc2)n1Cc1ccccc1 | -7.7% | -0.8% | 1.6% | -38.0 | ? | 8.8%
CN1CCN(/N=C/c2ccc(-c3ccccc3)cc2)CC1 | 27.1% | -6.2% | -2.0% | -85.5* | -19.8% | -26.7%
COC(=O)C(NS(=O)(=O)c1ccccc1Cl)c1ccccc1 (configuration not stated) | -9.0% | -0.3% | -8.0% | -29.0 | · | 3.5%
Cc1ccc(/C(O)=C2\C(=O)C(=O)N(C)C2c2ccccc2[N+](=O)[O-])cc1 (configuration not stated) | -12.7% | -10.7% | 4.3% | 48.7 | 0.0% | 24.6%
CC(C)(C)SCCNC(=O)CN1C(=O)c2ccccc2S1(=O)=O | -12.7% | ? | 1.2% | 109.0 | -3.0% | -1.1%
Brc1cc(Br)c2ncnc(N3CCCCC3)c2c1 | 55.6% | ? | 9.2% | -103.9* | 4.7% | ?
Cc1cc(S(=O)(=O)N(Cc2ccccc2Cl)c2ccc3c(c2)CCC3)ccc1-n1cnnn1 | -36.0% | -8.7% | -4.6% | 9.1 | -5.0% | -9.7%
O=C1c2ccccc2-c2onc3c(N4CCN(CCO)CC4)cc(N4CCN(C(=O)c5ccco5)CC4)c1c23 | 185.0%[activator] | -10.9% | -23.7% | -20.2 | 3.55µM* | ?
CCOc1ccc(-c2cc(C(=O)NCc3ccc(C)cc3)c3ccccc3n2)cc1 | · | -6.1% | · | -1.7 | -6.7% | ·
CCc1nc(N)c(C#N)c(-c2ccc(O)c(OC)c2)c1C | -5.1% | ? | 5.5% | 80.7 | -6.6% | -4.1%
